NPC1 promoter act: activates the NPC1 promoter | 2.4% of 320,000 active | Huh7 NPC1 promoter luciferase reporter, 24 h | Potency, µM (top dose mostly 9.22 µM), for the others: at the top dose activation, hits mostly activators | AID 485313;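 note: potency is the fitted concentration of half-maximal effect; % of control where 0% means no effect; nearly all actives have a fitted effect of over 60% in size; reporter is driven by a mutant NPC1 promoter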
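Luciferase expression driven by the NPC1 promoter was measured in stably transfected Huh7 cells after a 24 h compound incubation, using a luciferase reagent and a luminescence read.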
BRCA1 expr act: increases BRCA1 expression; AID 624202; 1.1% of 380,000 active; Potency, µM (titrated, usually from 46.1 µM), without a hit: top-dose activation, most hits filed as activators; MCF7-BRCA1-FFLuc reporter, luminescence, 48 h; response scale: scaled: vehicle 0%, 10 µM genistein 100%; note: potency is the fitted concentration of half-maximal effect; nearly all actives have a fitted effect of over 80% in size; some results filed as inactive show a strong effect at the top dose
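First, MCF7-BRCA1-FFLuc cells (2000/well) attach for 2 h; next, compounds are pin-added and incubated 48 h at 37 °C; finally, luciferase reagent is added and luminescence read after 15 min.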
PKM2 activator: PKM2 (human) enzyme activation; AID 1631; purified PKM2, Kinase-Glo ATP luminescence, activation; response scale: 0% is enzyme alone, no compound; 0.34% of 260,000 active; Potency, µM (series often up to 57.5 µM), inactives show top-dose activation, hits mostly activators; P14618; note: potency is the fitted concentration of half-maximal effect; % is set by controls: 0 for no effect and ±100 for the full control effect; nearly all actives have a fitted effect of over 55% in size
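Purified hPK-M2 (>95%) run at intermediate activity with 0.1 mM ADP and 0.5 mM PEP in 50 mM imidazole pH 7.2, KCl, MgCl2; 1 h room temperature. ATP formed read by Kinase-Glo luminescence; normalized to uninhibited and no-enzyme controls.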
VP16 counter: counter-screen for ROR gamma inhibitors: Gal4-VP16 reporter; Drosophila S2 Gal4-VP16 UAS-luciferase, luminescence, 20 h; Potency, µM (top dose mostly 53.6 µM), inactives show at the highest dose activity, negative = inhibition, most hits filed as inhibitors; 3.5% of 310,000 active; AID 2546;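 note: Gal4-VP16 expression switched on by copper sulfate through the metallothionein promoter; potency is the fitted concentration of half-maximal effect; % is set by controls: 0 for no effect and ±100 for the full control effect; nearly all actives have a fitted effect of over 50% in size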
RORgamma inh: ROR gamma (mouse) transcription inhibition. Potency, µM (top dose mostly 53.6 µM), for the others: at the highest dose activity change, negative = inhibition, hits mostly inhibitors. 5.4% of 310,000 active. Drosophila S2 Gal4-RORgamma UAS-luciferase reporter, 20 h. P51450. AID 2551; note: potency is the fitted concentration of half-maximal effect; % is set by controls: 0 for no effect and ±100 for the full control effect; nearly all actives have a fitted effect of over 60% in size
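A Gal4/UAS one-hybrid system in insect cells: metallothionein-promoter Gal4–ROR gamma fusion plus Photinus luciferase reporter. Copper sulfate 700 uM final, 20 hr ambient incubation, luminescent detection after 10 min with reagent.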
ELG1 genotox: induces genotoxicity in HEK293T cells with luciferase-tagged ELG1 | 1.3% of 330,000 active | Potency, µM (top dose mostly 46 µM), inactives show at the top dose activity change, positive = activation, usual class: activators | HEK293T ELG1-luciferase reporter, luminescence, 16 h; note: potency is the fitted concentration of half-maximal effect; % of control where 0% means no effect; nearly all actives have a fitted effect of over 60% in size
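Reporter readout depends on ELG1 protein level, which increases with genetic stress. After 16 hr compound exposure at 37 °C, luciferase activity was quantified using ONE-Glo.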
Giardia killer: Giardia lamblia killing; Giardia lamblia trophozoite viability; activity change, % at 7.66 µM, hits read low; 0.15% of 340,000 active; AID 540267; in the data active = activity change below about -80%; inconclusive = between about -30% and that limit;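 note: parasites exposed to compound for two days anaerobically before the ATP read; % is set by controls: 0 for no effect and ±100 for the full control effect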
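Trophozoite viability was measured as ATP-dependent luminescence, read 15-30 min after reagent addition. Before that, parasites at 100 cells/well were exposed to compounds for 48 h, anaerobically, at 37 deg C.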
FLuc counter: inhibits or activates purified firefly luciferase, miR-21 counter-screen | purified FLuc, Km substrates, luminescence inhibition | 6.9% of 360,000 active | AID 588342 | P08659 | Potency, µM (titrated, usually from 57.5 µM), for the others: at the top dose activity change, negative = inhibition, hits mostly inhibitors;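 note: potency is the fitted concentration of half-maximal effect; plate controls were vehicle for no effect and reference inhibitor for full effect; nearly all actives have a fitted effect of over 55% in size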
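Biochemical qHTS of compounds, final roughly 60 µM downward over six points, against 10 nM purified firefly luciferase using Km concentrations of substrates (10 uM D-luciferin, 10 uM ATP) in Tris acetate pH 7.5 buffer; luminescence output.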
p53 reactivation: restores transcriptional activity of mutant p53; Potency, µM (titrated, usually from 92.2 µM), without a hit: at the top dose activity change, positive = activation, actives largely listed as activators; H1299 p53-A138V BP100-luciferase reporter, luminescence, 24 h; 0.063% of 320,000 active; note: potency is the fitted concentration of half-maximal effect; % of control where 0% means no effect; nearly all actives have a fitted effect of over 45% in size
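p53-null H1299 cells stably carrying temperature-sensitive p53-A138V and a BP100-luciferase reporter were pinned with compounds (4-point, 1:5 series) and held 24 hrs at 37 deg C. Luminescence was read 10 min after detection reagent.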
Menin-MLL TR inh: inhibitors of human menin-MLL interaction, mutant MLL peptide. Menin + Texas Red MLL mutant peptide, fluorescence polarization. Potency, µM (series often up to 61.6 µM), inactives show top-dose FP activity change, negative = inhibition, hits mostly inhibitors. 0.23% of 270,000 active; active = well fitted inhibition curve with a large enough effect in the polarisation, with a control signal flat, not every such curve was filed as active; inconclusive = small, poorly fitted or top-dose-only effect, or effect the other way, or a change in a side signal; inactive = no such curve, though single readings can be large or run the other way; the % refers to the polarisation; note: potency is the fitted concentration of half-maximal effect; % of control where 0% means no effect; many of its hits are not listed in these tables
Target sequence (O00255 whole entry, looked up): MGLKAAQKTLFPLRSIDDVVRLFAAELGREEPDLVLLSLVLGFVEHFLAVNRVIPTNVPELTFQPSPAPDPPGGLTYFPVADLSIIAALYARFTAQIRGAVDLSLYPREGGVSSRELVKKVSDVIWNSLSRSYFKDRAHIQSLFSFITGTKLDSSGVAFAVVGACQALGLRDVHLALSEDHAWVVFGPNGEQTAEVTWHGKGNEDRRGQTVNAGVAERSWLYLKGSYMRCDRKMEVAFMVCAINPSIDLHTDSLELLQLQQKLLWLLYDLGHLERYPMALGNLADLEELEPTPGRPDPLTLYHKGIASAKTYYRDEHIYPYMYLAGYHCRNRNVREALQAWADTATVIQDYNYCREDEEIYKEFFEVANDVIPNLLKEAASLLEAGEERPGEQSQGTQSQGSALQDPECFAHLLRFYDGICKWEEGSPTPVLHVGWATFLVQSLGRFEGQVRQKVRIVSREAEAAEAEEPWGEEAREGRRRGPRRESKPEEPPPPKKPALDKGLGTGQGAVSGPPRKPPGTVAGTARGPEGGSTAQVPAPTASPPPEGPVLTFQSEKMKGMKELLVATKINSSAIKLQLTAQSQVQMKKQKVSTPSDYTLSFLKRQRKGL
Rab9 promoter act: Rab9 promoter activation. 2.8% of 320,000 active. Huh7 Rab9 promoter-luciferase reporter, luminescence, 24 h. Potency, µM (highest dose often 9.22 µM), for the others: at the top dose activation, negative = inhibition, hits mostly activators; note: potency is the fitted concentration of half-maximal effect; % of control where 0% means no effect; nearly all actives have a fitted effect of over 60% in size
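Luminescence from Amplite-detected luciferase (10 minutes, ambient) reports Rab9 promoter activation. Before that, stable Rab9-luciferase Huh7 cells (1500/well, reduced-serum OP-MEM I plus 10% FBS) were exposed to compound for 24 hours at 37C.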
An asterisk follows results filed as active; ? = inconclusive; · = no result given; & = joins results of further samples; [ ] = dose if it differs, or a comment. Unless noted, calls come from the whole dose curve; as a rule, active = well fitted curve in the direction sought with a large enough effect; inconclusive = small, poorly fitted or top-dose-only effect, or another doubt; inactive = no such curve, though single readings can be large; an effect the other way counts as inactive or inconclusive.

smiles	NPC1 promoter act	BRCA1 expr act	PKM2 activator	VP16 counter	RORgamma inh	ELG1 genotox	Giardia killer	FLuc counter	p53 reactivation	Menin-MLL TR inh	Rab9 promoter act
COc1cc(NC(=O)c2cc(-c3ccco3)on2)cc(OC)c1OC	2%	-20%	6%	-2%	6%	-19%	1	1%	7%	16%	-1%
Cn1c(=O)c2c(nc(SCCCC#N)n2Cc2ccccc2F)n(C)c1=O	1%	-1%	-20%	-9%	25%	2%	-8	-8%	-6%	-1%	-10%
COC(=O)C(C)C1Sc2ccccc2NC1=O (stereo not drawn)	0%	-5%	-9%	-5%	-1%	4%	1	2%	-11%	12%	-10%
CN1CCc2c(sc(NC(=O)c3cc(Cl)sc3Cl)c2C(N)=O)C1	8%	2%	5%	-16%	25%	-3%	28	?	-8%	18%	3%
CCOC(=O)N1CCN(C(=O)c2oc3ccc(S(=O)(=O)N4CC(C)CC(C)C4)cc3c2C)CC1 (stereo not drawn)	-11%	-71%	-1%	?	?	-5%	-19	1%	-4%	?	-12%
CCN(CC)c1ccc(S(=O)(=O)N2CCOCC2)cc1NC(=O)COC(=O)c1cccnc1SC	-3%	-16%	·	·	·	-1%	16	5%	-3%	·	1%
CC1(C)Cc2c(C#N)c(SCCC#N)nc(N3CCOCC3)c2CO1	-3%	-21%	·	1%	36%	4%	10	-2%	6%	-1%	2%
CC(C)NC(=O)c1cc(-c2ccco2)on1	?	86%	-3%	18%	6%	?	3	?	20%	3%	?
CC(=O)Nc1ccc(-c2nnc(SCC(=O)NCc3ccco3)n2C)cc1	1%	12%&8%	2%	-10%	9%	0%	9	2%	3%	1%	-3%
Cc1ccc(C)c(N2CCN(S(=O)(=O)c3ccc4c(c3)OCCO4)CC2)c1	-7%	-31%	9%	1%	27%	4%	-1	1%	-2%	-17%	-4%
CSc1ccccc1C(=O)NC1CCSc2ccccc21 (stereo not drawn)	-6%	-33%	-13%	-11%	0%	1%	21	-4%	5%	-3%	-1%
O=C(COC(=O)c1oc2ccccc2c1COc1ccccc1)NCCN1C(=O)CSC1=O	-4%	-22%	0%	-11%	-1%	4%	-14	12%	11%	13%	-2%
Cc1ccc(CNS(=O)(=O)c2ccc3c(c2)C(C)(C)C(=O)N3C)cc1	-6%	-2%	-18%	-8%	17%	-9%	-20	6%	7%	10%	6%
CC1CC(C)CN(C(=O)C2CCC(CNc3c(N4CCCCC4)c(=O)c3=O)CC2)C1 (stereo not drawn)	2%	-15%	-2%	3%	-16%	5%	-22	0%	3%	·	0%
COC(=O)C(C(=O)Nc1ccccc1C)C1CCCC1 (stereo not drawn)	-3%	-26%	-1%	-3%	12%	2%	-27	1%	1%	0%	5%
CCOC(=O)COc1ccc2ccccc2c1/C=C/[N+](=O)[O-]	-13%	-70%	?	6.3µM*	13µM*	-10%	2	?	-28%	9%	-9%
CCCCN(C(C)=O)C1CC(=O)N(c2ccc(OCCC)cc2)C1=O (stereo not drawn)	10%	7%	2%	-1%	45%	-8%	3	-1%	-2%	·	-7%
Cc1ccc(C)n1-c1cccc(NC(=O)c2ccccc2)c1	12%	-45%	0%	?	10%	30%	-15	-26%	?	-8%	1%
O=C(COC(=O)/C=C/c1c(F)cccc1Cl)NCC1CCCO1 (stereo not drawn)	9%	15%	·	·	·	0%	24	-4%	10%	·	-5%
CC(C)(C)OC(=O)[C@H](Cc1ccccc1)NC(=O)c1[nH]cnc1C(=O)N[C@@H](Cc1ccccc1)C(=O)OCc1ccccc1	-4%	-51%	8%	?	7.1µM*	-10%	14	2%	10%	11%	-1%
CCOCCCNc1ccc(N2C(=O)CCCC2=O)cc1[N+](=O)[O-]	-3%	4%	·	-11%	18%	0%	-12	-2%	-3%	-1%	6%
COc1cc2c(C(=O)N3CCN(c4ccccc4F)CC3)cn(C)c(=O)c2cc1OC	2%	3%	0%	9%	9%	-20%	2	-1%	1%	-20%	-1%
COc1ccc(CNC(=O)CSc2ccc(Br)cc2)cc1OC	2%	-7%	-22%	9%	8%	-3%	-16	-1%	-20%	-2%	-3%
N#Cc1cccc(NC(=O)CNc2cccc(S(=O)(=O)N3CCCC3)c2)c1	-6%	-43%[inhibitor]	·	·	·	-3%	13	9%	-8%	·	-7%
CC1=C(C(=O)Nc2ccccc2)C(c2ccc3c(c2)OCO3)C2=C(CCCC2=O)N1 (stereo not drawn)	18%	3%	-7%	-4%	26%	-2%	-2	6%	-8%	-9%	8%
O=C(NC1CCCCCC1)c1nc2ncccn2n1	-7%	5%	-3%	-2%	-8%	3%	8	5%	2%	7%	-9%
O=C(O)c1ccccc1C(=O)NC1=NN(c2ccccc2)CC1	-3%	8%	·	-3%	4%	1%	4	0%	3%	?	0%
CCOC(=O)CN(C(=O)CSc1nnc(CNc2ccc(C)cc2C)o1)c1ccccc1	4%	-24%	-4%	-6%	10%	-3%	4	-1%	1%	-5%	5%
CCC1CCCCN1CCCNC(=O)C1CCN(c2nnc(-n3cccc3)s2)CC1 (stereo not drawn)	-1%	-3%	·	-3%	-12%	0%	11	4%	2%	·	-5%
CCN(CC)S(=O)(=O)c1ccc(C(=O)Oc2ccc3c(c2)OCO3)cc1	0%	6%	-8%	2%	17%	2%	-18	-1%	-9%	9%	1%[1.84 µM]

Additional entries:
smiles	NPC1 promoter act	BRCA1 expr act	PKM2 activator	VP16 counter	RORgamma inh	ELG1 genotox	Giardia killer	FLuc counter	p53 reactivation	Menin-MLL TR inh	Rab9 promoter act
Cc1nn(Cc2ccc(Cl)cc2)c2sc(C(=O)O)cc12	-1%	12%	-2%	-2%[10 µM]	38%	-6%	-21	?	-4%	21%	-5%
CCOC(=O)c1ccc(NC(=O)CN2C(=O)CCC2=O)cc1	0%	9%	14%	-12%	7%	9%	-13	-12%	10%	44%[activator]	0%
C/C(=N/NC(=O)Cc1c(C)[nH][nH]c1=O)c1ccc(O)cc1	0%	18%	-1%	6%	-4%	3%	-14	3%	-14%	-15%	9%
COc1ccc(N(Cc2cc3ccccc3[nH]c2=O)S(C)(=O)=O)cc1	-2%	-16%	0%	-16%	-2%	-2%	5	-7%	-5%	-3%	0%
CN(Cc1ccccc1)S(=O)(=O)c1ccc(N2CCCC2=O)cc1	-2%	10%	·	·	·	-6%	16	-1%	-2%	·	3%
C=C1CCC2[C@](C)(CO)[C@H](O)CC[C@@]2(C)[C@@H]1C/C=C1\C(=O)OC[C@H]1O (stereo partly drawn)	-3%	-77%	·	·	·	-25%	16	2%	-26%	·	1%
O=C(c1sc2ccccc2c1Cl)N(Cc1ccccc1)C1CCS(=O)(=O)C1 (stereo not drawn)	-3%	-5%	0%	1%	37%	-2%	12	3%	-7%	4%	3%
O=C(Cn1c(C(F)(F)F)nc2ccccc21)c1ccc(Cl)cc1	-6%	-28%	1%	-2%	4%	-6%	13	-1%	3%	7%	-17%
O=C1c2ccccc2NC(c2ccc(O)cc2)N1Cc1ccco1 (stereo not drawn)	0%	11%&-13%	2%	12%	40%	0%	-4&7	3%	-1%	2%	-3%
CC(=O)NNc1ncnc2c1cnn2-c1ccc(C)c(C)c1	11%	69%	5%	18%	-37%	?	-7	?	10%	5%	20%
O=C(CSc1nnc2scc(-c3ccc(Cl)cc3)n12)NCc1ccco1	-3%	0%	-6%	9%	2%	0%	-3	2%	-4%	?	-3%
CCCCn1c(N)c(N(CC(C)C)C(=O)c2ccc(N(C)S(=O)(=O)c3ccc(C)cc3)cc2)c(=O)[nH]c1=O	-6%	-10%	·	·	·	2%	0	0%	-3%	·	-4%
CC(C)CC(=O)N1CC(=O)Nc2ccc(F)cc2C1c1ccccc1 (stereo not drawn)	0%	-5%	·	4%	-5%	1%	-10	0%&3%	3%	-24%	0%
CCOC(=O)COc1cccc2c(=O)n(CC(=O)NCCc3ccccc3)ccc12	-1%	2%	0%	-3%	-12%	1%	-13	0%	7%	-5%	-1%
CCOC(=O)C1CCN(c2cc(C)nc3ccc(OC)cc23)CC1	1%	3%	2%	1%	-24%	-12%	9	-2%	-4%	?	1%
CC(C)Cc1nnc(NS(=O)(=O)Cc2ccccc2)s1	5%	-15%	-18%	-7%	?	3%	-6	0%	-5%	0%	16%

Bioassay records: PubChem BioAssay, National Center for Advancing Translational Sciences (NCATS)

Not all compounds are listed. The share of hits here may be higher or lower than overall.
